Compound activity deposited in PubChem by several laboratories.
ABHD5-PLIN5 inh: blocks binding of human ABHD5 to perilipin-5. inhibition, % at 4 µM. Split G. princeps luciferase complementation, luminescence, 4 h. 0.78% of 360,000 active;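 active means inhibition above the mean inhibition across every tested compound plus 3 SD, cut at about 22% in these data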;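 further: 0% = DMSO only wells and the 100% control is not disclosed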
COUP-TFII inh: NR2F2 (human) inhibition, primary screen; 0.7% of 370,000 active; HEK293T NGFI-A luciferase reporter, luminescence; P24468; inhibition, % at 8.6 µM;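 active means inhibition above a per-plate cutoff, mean inhibition of test wells between control levels plus 3 SD, cut at about 38% in these data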;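 further: cells cotransfected with COUP-TFII expression vector driving the NGFI-A reporter; 0% = median of COUP-TF2 test wells and 100% = reporter-only cells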
Target sequence (P24468 whole entry, looked up): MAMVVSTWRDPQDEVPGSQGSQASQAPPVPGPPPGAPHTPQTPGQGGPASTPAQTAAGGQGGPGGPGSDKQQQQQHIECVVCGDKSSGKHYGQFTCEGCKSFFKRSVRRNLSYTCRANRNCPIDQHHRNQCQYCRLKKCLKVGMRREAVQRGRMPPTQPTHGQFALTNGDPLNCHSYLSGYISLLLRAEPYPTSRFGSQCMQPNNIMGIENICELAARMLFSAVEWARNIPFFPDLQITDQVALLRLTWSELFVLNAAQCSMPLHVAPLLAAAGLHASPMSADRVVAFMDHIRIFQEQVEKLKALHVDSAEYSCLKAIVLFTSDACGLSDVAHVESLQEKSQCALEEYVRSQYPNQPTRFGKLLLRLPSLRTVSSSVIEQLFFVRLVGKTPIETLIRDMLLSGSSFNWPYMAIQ
MC4R barr agon: activates human MC4R beta-arrestin recruitment | P32245 | U2OS MC4R beta-arrestin complementation, luminescence; percent of melanotan II response, DMSO zero | activation, % at 8.9 µM | 0.98% of 360,000 active | AID 540308;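 active means activation above a per-plate cutoff, the mean activation of sample wells on that plate plus 3 SD, cut at about 8% in these data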
Target sequence (P32245 whole entry, looked up): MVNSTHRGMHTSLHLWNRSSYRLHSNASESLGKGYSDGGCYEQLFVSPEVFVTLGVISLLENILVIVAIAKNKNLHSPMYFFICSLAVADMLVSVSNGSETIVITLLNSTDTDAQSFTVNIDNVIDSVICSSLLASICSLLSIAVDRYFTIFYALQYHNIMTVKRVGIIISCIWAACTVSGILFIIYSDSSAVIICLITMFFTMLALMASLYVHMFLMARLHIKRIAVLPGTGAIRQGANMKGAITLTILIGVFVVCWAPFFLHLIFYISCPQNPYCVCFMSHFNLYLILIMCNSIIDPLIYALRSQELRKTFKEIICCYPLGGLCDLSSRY
MC4R antag cAMP: antagonists of human melanocortin 4 receptor (MC4R); P32245; AID 540295; 0.48% of 360,000 active; MC4R-expressing cells, MTII-stimulated cAMP, LANCE TR-FRET; inhibition, % at 6.5 µM;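 active means inhibition above its plate's cutoff, the mean of tested wells on that plate plus 3 SD, cut at about 29% in these data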;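 further: 0% = Melanotan II alone and 100% = Melanotan II plus saturating MCL0020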
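Assay system: U2OS cells stably expressing human melanocortin 4 receptor (MC4R) / Dosing: 6.5 µM / Timing: compound 30 min, challenge 1 h, detection 1 h / Measured by: Eu-cAMP/anti-cAMP TR-FRET, emission 671 nm / Replicates: singlicate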
NOD2-RIPK2 inh: inhibitors of human NOD2-RIPK2 interaction; 0.38% of 360,000 active; O43353; CHO BLA complementation NOD2-RIPK2, CCF4 ratio; inhibition, % at 4.98 µM; in the data active means inhibition above about 21%;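 further: 0% = vehicle only and 100% = reference blocker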
SRC2 inh: human SRC2 (NCOA2) inhibition. 0.17% of 370,000 active. HEK293 GAL4-SRC2 luciferase reporter, luminescence. inhibition, % at 9 µM. Q15596. AID 651957;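 active means inhibition above the mean inhibition of all tested compounds plus 3 SD, set per campaign, cut at about 52% in these data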;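 further: 0% = DMSO treated cells and 100% = cells given Gossypol at 36 µM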
SRC1 inh: inhibitors of human steroid receptor coactivator 1 (SRC1); 0.12% of 360,000 active; inhibition, % at 3.6 µM; HEK293 GAL4-SRC1 luciferase reporter, luminescence;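 active means inhibition above the campaign mean plus 3 SD, with each screening campaign given its own cutoff, cut at about 60% in these data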;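 further: 0% = DMSO treated cells and 100% = gossypol at 36 µM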
NCOA3 inh: inhibits human SRC3 coactivator; 0.17% of 360,000 active; Q9Y6Q9; HEK293 GAL4-SRC3 luciferase reporter, luminescence; inhibition, % at 3.6 µM;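 active means inhibition above a per-campaign cutoff, the mean of all compounds plus 3 SD, cut at about 60% in these data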;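 further: 0% = DMSO-treated cells and 100% = gossypol-treated cells at 36 µM; higher means less SRC3-driven luciferase light from the GAL4 reporter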
TLR9-MyD88 inh: blocks human TLR9 binding to MyD88; CHO BLA complementation TLR9-MyD88, CCF4 FRET ratio; inhibition, % at 4.98 µM; 0.21% of 340,000 active;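 active means inhibition above the mean over all tested compounds plus 3 SD, cut at about 21% in these data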;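 further: 0% = DMSO only wells and 100% = clavulanate BLA inhibitor control wells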
NR5A2 inv ag: inverse agonists of human LRH-1 (NR5A2) | O00482 | HEK293T StAR-luciferase reporter, LRH-1 transfected, 24 h | inhibition, % at 3.6 µM | 0.13% of 360,000 active;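 active means inhibition above the mean inhibition of all tested compounds plus 3 SD, cut at about 73% in these data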;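 further: 0% = DMSO wells and 100% = reporter-only cells lacking LRH-1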
EBV LMP1 NFkB: inhibitors of Epstein-Barr LMP1-induced NF-kappaB reporter; LMP1-induced NF-kappaB luciferase reporter cells, luminescence; inhibition, % at 12.5 µM; 0.69% of 350,000 active; AID 504558; in the data active means inhibition above about 41%;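 further: 0% = neutral control wells and 100% = reference inhibitor control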
* hit, by the source's call; . = no result given.

SMILES	ABHD5-PLIN5 inh	COUP-TFII inh	MC4R barr agon	MC4R antag cAMP	NOD2-RIPK2 inh	SRC2 inh	SRC1 inh	NCOA3 inh	TLR9-MyD88 inh	NR5A2 inv ag	EBV LMP1 NFkB
O=C(OCc1ccc(COC(=O)c2cccnc2Cl)cc1)c1cccnc1Cl	0	10	0.1	4	-10	-29	9	14	-3	-15	8
COc1ccc(N2CCN(C(=O)Cn3c(=O)c4cccn4c4cccnc43)CC2)cc1	-8	9	-0.3	4	-18	11	-2	13	-16	-23	-4
O=C1NC(c2ccccc2)CCC1(Cl)Cl (configuration not stated)	4	-5	4.1	4	-2	-14	10	14	5	6	-11
O=C(OCC(=O)N1CCCC1)c1cnc(Cl)c(Cl)c1	-5	-5	-0.6	23	-5	-5	-17	-14	-10	-2	1
CCOC(=O)Cc1ccc(NC(=O)c2cccc([N+](=O)[O-])c2)cc1	-4	-3	-2.1	9	-9	-49	-10	-6	-1	16	-7
CN1CCCC(OC(=O)c2ccc3c(c2)OCCO3)C1 (configuration not stated)	-3	-15	-1.6	0	3	-33	-28	2	8	-48	-19
Cn1ccnc1SCC(=O)Nc1cc(S(=O)(=O)N2CCOCC2)ccc1Cl	0	-3	1.5	9	1	-7	4	25	-1	2	-4
COc1ccc(S(=O)(=O)NCCC(C)C)cc1C	-5	10	-1.6	-5	-8	-2	1	-3	-1	3	-1
COc1ccc(-c2nnc(NC(=O)C(C)C)o2)cc1	-4	-23	0.8	10	-3	0	-20	-28	5	-25	-7
CC(=O)Nc1ccc(OCc2cnc(Cl)s2)cc1	-3	4	-1.5	-3	-6	-25	-15	-22	7	-12	-7
CSc1ccccc1NC(=O)CN(C)C(=O)c1c(C)nn(Cc2ccccc2)c1C	1	2	0.2	2	-4	-6	-2	15	2	11	-1
Cc1ccc(C2=NNC3(CCOC(C)(C)C3)S2)cc1 (configuration not stated)	-10	-77	2.1	26	2	-49	-79	-87	10	-130	-25
O=S(=O)(Nc1nnc(C2CCCCC2)s1)c1ccc(F)cc1	-3	7	0.7	0	-2	-6	6	-12	0	3	-5
O=C(COc1ccc(F)cc1Cl)N(Cc1nnc(-c2ccccc2Cl)o1)C1CC1	9	2	-1.1	3	-2	4	-1	1	2	-16	3
Cc1ccc(-c2nc3ncccc3o2)cc1NC(=O)Cc1ccc(Cl)cc1	-1	18	0.8	11	13	-6	-12	1	6	15	0
O=C1COc2ccc(S(=O)(=O)NCc3ccc(Cl)cc3)cc2N1	4	-14	-2.6	8	-3	-17	-10	5	-16	-10	-3
CCCC(=O)Nc1ccc2nc(C)n(Cc3ccccc3Cl)c(=O)c2c1	3	15	-0.1	5	-1	-15	14	-9	5	2	7
COc1cc2c3c(c1)c(N=NC(N)=S)c(O)n3C(C)(C)C=C2C	6	-12	2.6	-1	1	-21	-12	6	-7	2	1
Cc1cccc(NC(=O)CN2CCN(C(=O)CNC(=O)c3ccc(-c4ccccc4)cc3)CC2)c1C	7	55*	1.8	0	2	-2	16	-3	3	-8	10
CN(CC(=O)NC(=O)Nc1ccccc1F)Cc1ccccc1F	-11	-45	5.8	7	-10	-39	-51	-79	-1	-79	-18
O=C(CCCc1c[nH]c2ccccc12)Nc1ncccc1O	-9	25	-1.1	2	-8	5	-7	1	-4	9	-1
O=C(COC(=O)C1CC2C=CC1C2)Nc1ccc2c(c1)OC(F)(F)O2 (configuration not stated)	-7	-25	1.9	0	-3	-18	-39	-1	-6	13	3
CN(C(=O)C=Cc1ccco1)c1ccccc1	15	-3	-1.9	-2	-6	-18	-12	-11	-1	-14	-10
COCCCn1c(SCc2cccc(OC)c2)nc2cc(OC)c(OC)cc2c1=N	1	-12	-2.0	9	12	-6	12	14	-2	17	-3
COc1ccc(NC(=S)N/N=C2\CC(C)(C)Oc3ccc(O)cc32)cc1	-5	20	-2.2	6	3	3	-46	-3	12	17	-8

Next part:
SMILES	ABHD5-PLIN5 inh	COUP-TFII inh	MC4R barr agon	MC4R antag cAMP	NOD2-RIPK2 inh	SRC2 inh	SRC1 inh	NCOA3 inh	TLR9-MyD88 inh	NR5A2 inv ag	EBV LMP1 NFkB
CCn1c(C(O)c2cc(OC)ccc2OC)nc2ccccc21 (configuration not stated)	-3	-21	-1.3	3	-14	-4	1	15	9	8	-9
O=C(CSc1nccn1Cc1ccc(F)cc1)NC1CCCC1	-7	13	-0.5	10	2	-14	0	-19	-9	-22	-4
Cc1ccc(NC2=C(Cl)C(=O)OC2OC(=O)c2ccco2)cc1C (configuration not stated)	7	-10	0.0	7	-7	-39	-17	9	0	12	5
COc1cccc(NC(=O)CN(C)C(=O)CC2Sc3ccccc3NC2=O)c1 (configuration not stated)	2	9	-0.4	-4	6	-10	-8	-11	-9	16	4
O=C(COC(=O)/C=C/c1ccccc1[N+](=O)[O-])Nc1ccc(OC(F)F)cc1	3	-2	4.4	2	-4	-4	-12	14	5	14	3
CCCCCCC#Cc1cncc(C(=O)NNC(=O)Nc2cc(Cl)cc(Cl)c2)c1	-3	17	6.8	1	-1	-11	11	4	.	12	.
COc1ccc(OC)c(/C=N/NC(=O)c2cccc3ccccc23)c1	6	-12	0.6	6	-3	-14	6	20	-7	1	0
NC(=O)COC(=O)c1cccc2c1-c1ccccc1C2=O	-2	17	-0.7	-3	8	-12	-28	16	2	8	-2
Cc1ccc(C)c(C(=O)COC(=O)c2n[nH]c3ccccc23)c1	-10	-38	16*	-14	-6	-21	-40	-53	2	-57	-12
O=C(c1ccc(-n2cnnn2)cc1)N1CCN(C(c2ccccc2)c2ccccc2)CC1	-1	5	0.0	2	1	-24	-2	16	-1	-7	-1
CCOc1ccc(-c2nnc(Nc3ccc(OC)c(C(=O)N4CCCCC4)c3)c3ccccc23)cc1	-8	-10	0.2	10	12	-13	8	13	5	11	0
O=C1CC(N2CCN(Cc3ccc4c(c3)OCO4)CC2)C(=O)N1c1cccc(Cl)c1 (configuration not stated)	2	-11	-1.0	18	-10	14	-11	7	-12	5	-2
C#Cc1ccc([C@H]2C=C(C(=O)NCc3ccccc3)O[C@@H](OCc3ccc(CO)cc3)C2)cc1	-2	3	-2.3	7	-2	4	-4	-7	-7	1	-6
CCN(CC)C(=O)Cn1cnc2sc(C)c(S(=O)(=O)N3CCC(C)CC3)c2c1=O	0	4	-0.7	16	-4	-15	-13	6	-1	-20	1
O=C(N=NC(=O)c1ccco1)c1ccc2c(O)n(N3C(=O)c4ccccc4C3=O)c(O)c2c1	2	4	0.8	-2	-9	-10	-6	8	8	13	-3
CN(Cc1ccccc1)C(=O)c1cc2ccccc2o1	0	-26	-0.1	3	-1	-43	-20	-11	-1	-1	-8
Cn1nc(SCc2ccccc2)c(=O)n(C(c2ccccc2)c2ccccc2)c1=O	-5	4	-0.9	3	-4	4	-4	2	-8	-5	9
O=C(O)Cc1sc(-c2cccnc2)nc1-c1ccc(Br)cc1	-7	18	0.5	11	1	1	12	-7	-13	-8	0
[O-]/C(=C(\C(=S)Nc1ccc(Cl)cc1)[n+]1ccccc1)c1ccc(OC(F)F)cc1	-5	-2	-3.0	14	0	6	6	12	0	-9	-10
Cc1ccc(-c2nc3ccccc3nc2-c2ccccc2)cc1	-5	-11	-1.1	-1	-1	11	-14	13	-2	-8	0
Cc1cccc(C)c1NC(=S)N(CCN1CCCCCC1)Cc1ccco1	-2	6	-2.8	17	-2	11	8	14	2	-14	-5
COCCn1nnnc1C(c1cccc(OC)c1OC)N1CCN(C2CCCCC2)CC1 (configuration not stated)	2	20	1.7	0	-4	0	1	18	5	12	1
Cc1oc(-c2ccc(Cl)cc2)nc1CN1CCCC(C(=O)NCCCN2CCCC2=O)C1 (configuration not stated)	-3	26	-0.8	3	0	10	9	21	9	23	14
C/C(CC(=O)Nc1ccc2ccccc2c1)=N\NC(=O)c1cnccn1	6	-20	-0.6	9	-2	-52	-30	-36	-4	-46	-15
COc1cccc(NC(=O)N2CCCC2C(=O)NC2CCCCC2)c1 (configuration not stated)	2	13	-0.4	25	-6	-1	12	5	-3	2	0
COc1ccc(CN2CCC(n3nccc3NC(=O)CCCc3ccccc3)CC2)cc1C	0	7	-0.8	-1	-4	2	4	13	-4	28	13
CCOCCN1CCN(C(=O)CN2CCCC2=O)CC1	-4	16	-2.0	0	-10	4	14	16	-2	-11	-10
Cc1cccc(NC(=O)CN2C(=O)N/C(=C/c3ccc(C)s3)C2=O)c1	12	19	-0.8	-5	5	-2	-5	-19	-3	1	6
CCSc1nnc(COc2ccccc2)n1CC	4	-9	1.8	4	-2	-12	-3	3	-1	-5	2

Single entries from the entries so far.
NR5A2 inv ag, O=C1CC(N2CCN(Cc3ccc4c(c3)OCO4)CC2)C(=O)N1c1cccc(Cl)c1 (configuration not stated) reads 5
NOD2-RIPK2 inh, C#Cc1ccc([C@H]2C=C(C(=O)NCc3ccccc3)O[C@@H](OCc3ccc(CO)cc3)C2)cc1 reads -2
NR5A2 inv ag, CN(Cc1ccccc1)C(=O)c1cc2ccccc2o1 reads -1
MC4R antag cAMP, COc1ccc(N2CCN(C(=O)Cn3c(=O)c4cccn4c4cccnc43)CC2)cc1 reads 4

One compound at a time, from the list above.
`COc1ccc(OC)c(/C=N/NC(=O)c2cccc3ccccc23)c1` as listed: ABHD5-PLIN5 inh = 6; COUP-TFII inh = -12; MC4R barr agon = 0.6; MC4R antag cAMP = 6; NOD2-RIPK2 inh = -3; SRC2 inh = -14; SRC1 inh = 6; NCOA3 inh = 20; TLR9-MyD88 inh = -7; NR5A2 inv ag = 1; EBV LMP1 NFkB = 0
`Cc1ccc(NC2=C(Cl)C(=O)OC2OC(=O)c2ccco2)cc1C` (configuration not stated) as listed: ABHD5-PLIN5 inh = 7; COUP-TFII inh = -10; MC4R barr agon = 0.0; MC4R antag cAMP = 7; NOD2-RIPK2 inh = -7; SRC2 inh = -39; SRC1 inh = -17; NCOA3 inh = 9; TLR9-MyD88 inh = 0; NR5A2 inv ag = 12; EBV LMP1 NFkB = 5
`CCN(CC)C(=O)Cn1cnc2sc(C)c(S(=O)(=O)N3CCC(C)CC3)c2c1=O` as listed: ABHD5-PLIN5 inh = 0; COUP-TFII inh = 4; MC4R barr agon = -0.7; MC4R antag cAMP = 16; NOD2-RIPK2 inh = -4; SRC2 inh = -15; SRC1 inh = -13; NCOA3 inh = 6; TLR9-MyD88 inh = -1; NR5A2 inv ag = -20; EBV LMP1 NFkB = 1

An excerpt of these results, with two lines to a compound:
Results follow in this order: ABHD5-PLIN5 inh	COUP-TFII inh	MC4R barr agon	MC4R antag cAMP	NOD2-RIPK2 inh	SRC2 inh	SRC1 inh	NCOA3 inh	TLR9-MyD88 inh	NR5A2 inv ag	EBV LMP1 NFkB
O=C(c1ccc(-n2cnnn2)cc1)N1CCN(C(c2ccccc2)c2ccccc2)CC1
    -1	5	0.0	2	1	-24	-2	16	-1	-7	-1
CCOc1ccc(-c2nnc(Nc3ccc(OC)c(C(=O)N4CCCCC4)c3)c3ccccc23)cc1
    -8	-10	0.2	10	12	-13	8	13	5	11	0

An excerpt; rates above refer to the full screens.
